# PLK1 PBD block: qHTS for Inhibitors of PLK1-PDB (polo-like kinase 1 - polo-box domain): Primary Screen; actives 2.8% (n = 360,000); Potency, µM, for inactives: max response, negative = inhibition, most hits filed as inhibitors; Serine/threonine-protein kinase PLK1 (Homo sapiens), P53350; Plk1 PBD binding of FITC phosphopeptide, fluorescence polarization; further: potency means the concentration at half of the fitted maximal effect; series mostly up to about 57 µM; on the % scale 0 is the no-effect control and ±100 the full control effect; nearly all actives have a fitted effect of over 65% in size
# PI5P4K alpha inh: qHTS for Inhibitors of phosphatidylinositol 5-phosphate 4-kinase (PI5P4K); actives 1.2% (n = 330,000); AID 652105, 2013; PI5P4Kalpha enzyme, ADP-Glo luminescence, 60 min; hits give low values; Phosphatidylinositol 5-phosphate 4-kinase type-2 alpha (Homo sapiens), P48426; max response, %; active means max response of -50% or lower; inconclusive means between -30% and -50%; inactive means -30% or higher; further: value at the top dose of about 77 µM; on the % scale 0 is the no-effect control and ±100 the full control effect
#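 Luminescence from ADP-Glo served as readout of PI5P4Kalpha activity in a qHTS format. Reaction: enzyme, substrate, compound, ATP at 5 microM final, 60 min at RT.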
# EPAC2 antagonist: qHTS for Antagonist of cAMP-regulated guanine nucleotide exchange factor 2 (EPAC2): primary screen; Rap guanine nucleotide exchange factor 4 (Homo sapiens), Q8WZA2; EPAC2 GEF exchange of Rap1B-BODIPY-GDP, fluorescence; Potency, µM (titrated, usually from 114 µM), for inactives: at the top dose activity, negative = inhibition, most hits filed as inhibitors; actives 0.18% (n = 360,000); AID 720708, 2013; further: potency means the concentration at half of the fitted maximal effect; on the % scale 0 is the no-effect control and ±100 the full control effect; nearly all actives have a fitted effect of over 45% in size; many of its hits are not listed in these tables
# Target sequence (Q8WZA2 whole entry, looked up): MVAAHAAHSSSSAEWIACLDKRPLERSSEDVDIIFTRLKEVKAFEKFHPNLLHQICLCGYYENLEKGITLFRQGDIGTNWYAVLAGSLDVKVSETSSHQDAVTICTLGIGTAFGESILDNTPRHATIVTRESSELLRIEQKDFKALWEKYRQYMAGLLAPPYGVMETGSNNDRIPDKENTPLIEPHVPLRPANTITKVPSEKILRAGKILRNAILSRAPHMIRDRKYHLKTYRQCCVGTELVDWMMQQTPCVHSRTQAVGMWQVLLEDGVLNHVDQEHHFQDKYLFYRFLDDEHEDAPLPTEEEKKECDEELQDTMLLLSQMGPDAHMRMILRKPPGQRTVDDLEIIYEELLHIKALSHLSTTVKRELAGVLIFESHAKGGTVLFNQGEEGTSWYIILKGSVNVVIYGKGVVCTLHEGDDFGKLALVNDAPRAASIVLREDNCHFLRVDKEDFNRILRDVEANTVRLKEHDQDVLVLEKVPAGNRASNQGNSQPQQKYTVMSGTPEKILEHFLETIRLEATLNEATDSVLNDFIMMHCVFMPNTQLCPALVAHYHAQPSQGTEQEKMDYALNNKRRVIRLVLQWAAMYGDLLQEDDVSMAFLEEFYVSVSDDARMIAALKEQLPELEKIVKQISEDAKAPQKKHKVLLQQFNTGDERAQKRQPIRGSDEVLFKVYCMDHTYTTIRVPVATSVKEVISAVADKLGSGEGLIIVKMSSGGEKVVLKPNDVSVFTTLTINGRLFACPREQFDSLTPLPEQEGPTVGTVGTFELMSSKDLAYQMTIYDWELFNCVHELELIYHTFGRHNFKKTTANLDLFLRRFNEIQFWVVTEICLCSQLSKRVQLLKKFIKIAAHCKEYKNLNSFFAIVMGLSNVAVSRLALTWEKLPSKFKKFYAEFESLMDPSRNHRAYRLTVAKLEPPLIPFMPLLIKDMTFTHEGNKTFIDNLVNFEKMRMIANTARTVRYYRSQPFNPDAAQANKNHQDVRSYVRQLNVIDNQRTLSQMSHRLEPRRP
# EPAC1 antag: qHTS for Antagonist of cAMP-regulated guanine nucleotide exchange factor 3 (EPAC1): primary screen | Potency, µM (highest dose often 115 µM), for the others: top-dose activity change, negative = inhibition, most hits filed as inhibitors | Rap guanine nucleotide exchange factor 3 (Homo sapiens), O95398 | actives 0.14% (n = 360,000) | EPAC1 GEF assay, Rap1b-BODIPY-GDP exchange fluorescence;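 further: potency means the concentration at half of the fitted maximal effect; plate controls were vehicle for no effect and positive control for full effect; nearly all actives have a fitted effect of over 50% in size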
# CCT chaperon mod: High-Throughput Screening for Modulators of Cytosolic Chaperonin Activity; purified chaperonin ATPase assay, HTRF ADP detection, 30 min; activity change, % (test concentration not listed), hits read low; actives 0.3% (n = 360,000); in the data active means activity change below about -30%; further: on the % scale 0 is the no-effect control and ±100 the full control effect
#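 TRiC (40 or 20 nM final, by batch activity) in 30 mM Tris pH 7.4, 100 mM KCl, 5 mM MgCl2, 1 mM DTT was treated with compound at 76 uM single dose, then 10 uM ATP, 30 min at 37 °C. ADP was read by HTRF Transcreener.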
# MmCpn inh: Inhibitors of TCP-1 ring complex (TRiC) of Methanococcus maripaludis (MmCpn): qHTS; Chaperonin Mm-Cpn (Methanococcus maripaludis); purified Mm-Cpn ATPase, ADP Transcreener TR-FRET; Potency, µM (highest dose often 76.9 µM), inactives show at the top dose activity, negative = inhibition, usual class: inhibitors; actives 0.031% (n = 330,000); further: potency means the concentration at half of the fitted maximal effect; on the % scale 0 is the no-effect control and ±100 the full control effect; nearly all actives have a fitted effect of over 80% in size
#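 Inhibition of chaperonin ATP hydrolysis is measured as reduced ADP production, detected by competitive TR-FRET in which signal falls with ADP. Final enzyme 25 nM and ATP 10 uM, reacted 30 min at 37°C.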
# WRN helicase inh: qHTS for Inhibitors of WRN Helicase; Bifunctional 3'-5' exonuclease/ATP-dependent helicase WRN (Homo sapiens), Q14191; WRN helicase unwinding, fluorescent forked duplex, kinetic; Potency, µM (top dose mostly 114 µM), for the others: top-dose activity change, negative = inhibition, most hits filed as inhibitors; actives 0.46% (n = 360,000); further: potency means the concentration at half of the fitted maximal effect; on the % scale 0 is the no-effect control and ±100 the full control effect; nearly all actives have a fitted effect of over 55% in size
#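 Kinetic red-fluorescence monitoring (525/598 nm) tracks WRN helicase activity after 100 nM fluorophore-quencher forked duplex and 2 mM ATP are added to 20 nM enzyme pretreated 15 min at room temperature with compound.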
# EPAC1 agonist: qHTS for Agonist of cAMP-regulated guanine nucleotide exchange factor 3 (EPAC1): primary screen. actives 0.073% (n = 360,000). Potency, µM (series often up to 154 µM), without a hit: at the top dose activation, usual class: activators. AID 720707, 2013. EPAC1 agonist qHTS, biochemical assay; response scale: 100% = response to 6.5 mM cAMP; further: potency means the concentration at half of the fitted maximal effect; nearly all actives have a fitted effect of over 60% in size
#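 Read-out is the fluorescence drop as BODIPY-GDP leaves Rap1B (480 nm excitation, 540 nm emission), recorded every 5 minutes over 30 minutes. Reactions held 100 nM EPAC1, 250 nM Rap1B–BODIPY-GDP and 50 uM GDP, with 6.5 mM cAMP setting full activation.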
# * marks the source's active call; other numbers are inactive results; ? = inconclusive; . = no result given; & = joins results of further samples; [ ] = dose if it differs, or a comment. Unless noted, the call rests on the fitted dose curve; in most records, active means well fitted curve in the direction sought with a large enough effect; inconclusive means small, poorly fitted or top-dose-only effect, or another doubt; inactive means no such curve, though single readings can be large; an effect the other way counts as inactive or inconclusive.
[1] CCOC(=O)C(=COC(=O)c1ccccc1)NC(=O)Cc1ccccc1
[2] CCOC(=O)C1=C(C)Nc2ncnn2C1/C=C/c1ccccc1 (stereo not given)
[3] COc1ccc(CCC(=O)c2ccc(OC)cc2)cc1
[4] CCOC(=O)c1sc(N2C(=O)C(O)=C(C(=O)c3ccco3)C2c2ccc([N+](=O)[O-])cc2)nc1C (stereo not given)
[5] Cc1ccc(C(=O)Nc2cccc(C(F)(F)F)c2)cc1NC(=O)c1nccnc1N
[6] Cc1ccc2c(C)c(C(=O)NCC(C)(C)N3CCOCC3)oc2c1C
[7] C=C(C)CSc1nc2c(c(=O)[nH]c(=O)n2C)n1CCC(C)C
[8] CN(C1CCCCC1)S(=O)(=O)c1ccc(SCC(=O)NC(C)(C)C)nc1
assay / entry	1	2	3	4	5	6	7	8
PLK1 PBD block	?	-9%	-1%	30µM*	-4%&3%	-16%	?	1%
PI5P4K alpha inh	7	.	-3	-80*	-2&0	-1	9	3
EPAC2 antagonist	-6%	8%	-15%	-24%	6%&-1%	-16%	-21%	0%
EPAC1 antag	-21%	-3%	-16%	?	15%&7%	4%	-8%	7%
CCT chaperon mod	-2.8	-1.7	-1.0	-2.4	1.1&-1.2	-2.6	-0.6	-0.6
MmCpn inh	.	.	.	.	-4%	-1%	-2%	-1%
WRN helicase inh	19%	-10%	0%	-9%	-3%&8%	-4%	-4%	-5%
EPAC1 agonist	1%	4%	10%	-5%	-9%&-5%	1%	-12%	-13%

[9] O=C(C1CCCO1)N1CCN(Cc2nc3ccccc3c(=O)[nH]2)CC1 (stereo not given)
[10] O=c1nc2cccc3c2=c(/c1=C(\O)c1ccccc1)c1ccccc1c3=O
[11] CC(C)CNc1nc(Oc2ccc(=O)[nH]n2)nc(N2CCOCC2)n1
[12] Cn1c(-n2c(-c3ccco3)nc3ccccc3c2=O)nc2ccccc21
[13] CCN1C(=O)C(CC(=O)Nc2ccc(OC)cc2)N(Cc2ccc(OC)c(OC)c2)C1=S (stereo not given)
[14] Cc1cc(C(=O)COC(=O)Cc2c(F)cccc2Cl)c(C)n1C
[15] Cc1cccc(N(CC(=O)NC2CCCC2)C(=O)CS(=O)CC(=O)Nc2ccc3c(c2)OCO3)c1C (stereo not given)
[16] Cc1ccc(-n2nnnc2SCC(=O)Nc2ccc3c(c2)COC3=O)cc1C
assay / entry	9	10	11	12	13	14	15	16
PLK1 PBD block	-9%	-10%	-13%	-1%	-13%	4%	-16%	-15%
PI5P4K alpha inh	.	-14	7	-5	4	-2	3	-4
EPAC2 antagonist	8%	2%	-7%	13%	-2%	3%	2%	1%
EPAC1 antag	3%	0%	-9%	4%	-10%	-5%	-12%	0%
CCT chaperon mod	2.3	-0.3	-1.7	0.5	-1.7	2.2	1.8	-0.8
MmCpn inh	1%	-3%[15.4 µM]	-1%	2%	2%	.	0%	-3%
WRN helicase inh	-4%	-12%[11.6 µM]	4%	1%	?	7%	-1%	1%
EPAC1 agonist	-2%	6%	7%	3%	-2%	-10%	-1%	6%

[17] Cc1ccccc1OCC1CNC(=O)O1 (stereo not given)
[18] O=C(c1cnc2ccccc2n1)N1CCN(c2ccc(C(F)(F)F)cn2)CC1
[19] O=C(COC(=O)c1cnccn1)c1ccc2c(c1)CCCC2
[20] CNC(=O)C[C@H]1C(=O)N(CCc2ccccc2)C[C@@H]1C
[21] CCCCOc1ccc(S(=O)(=O)Nc2cc(OC)ccc2OC)cc1
[22] CCN(CC)CCCNc1nc(N)c([N+](=O)[O-])c(NCCO)n1
[23] O=C(Nc1cccnc1)c1cnn2cccnc12
[24] CC(=O)N1CC=CC1(CC(C)C)C(=O)NCc1cc(F)cc(C(F)(F)F)c1 (stereo not given)
assay / entry	17	18	19	20	21	22	23	24
PLK1 PBD block	-3%	-7%	-8%	-3%	-4%	-6%	-8%	-4%
PI5P4K alpha inh	10	-7	-6	2	.	1	.	4
EPAC2 antagonist	-7%	6%	3%[57.1 µM]	4%	-7%	-2%	9%	-9%
EPAC1 antag	-2%	12%	12%	-16%	4%	-10%	31%[activator]	-7%
CCT chaperon mod	0.9	-0.7	-5.9	2.2	0.2	-2.6	2.7	-2.6
MmCpn inh	-2%	-3%	-2%	.	.	2%	0%	0%
WRN helicase inh	1%	15%	12%	-3%	-11%	7%	0%	-1%
EPAC1 agonist	3%	-8%	-6%	0%	8%	-10%	-2%	-21%

[25] COc1cccc(/C=N/Nc2ccc(Cl)nn2)c1OC
[26] CCC(C(=O)OCC(=O)N(C)c1c(N)n(Cc2ccccc2)c(=O)[nH]c1=O)c1ccccc1 (stereo not given)
[27] O=C(c1ccccc1-c1ccccc1)N1CCN(c2ccccn2)CC1
[28] CN(CC(=O)Nc1ccc(F)cc1)CC(=O)N1CCCCC1
[29] COC(=O)c1ccc(N)c(N=CC2=C(O)CC(C)(C)CC2=O)c1
[30] O=C(c1cnn2c(C(F)F)cc(-c3ccccc3)nc12)N1CCN2CCCC2C1 (stereo not given)
[31] COc1ccc2nc(SCC(=O)NN)cc(C)c2c1
[32] Cc1cc2oc(=O)cc(CN3CCC(C)CC3)c2cc1Cl
assay / entry	25	26	27	28	29	30	31	32
PLK1 PBD block	-1%	5%	-16%	4%	-1%	-4%	-7%	-2%
PI5P4K alpha inh	1	-4	11	-3	-10	3	-2	.
EPAC2 antagonist	4%	27%	4%	-19%	-2%	10%	4%	9%
EPAC1 antag	-17%	-1%	-14%	0%	18%	12%	6%	-1%
CCT chaperon mod	-1.6	-1.0	-1.4	2.0	-0.3	-0.1	-1.6	-5.7
MmCpn inh	.	-1%	0%	6%	1%	-2%	1%	2%
WRN helicase inh	-1%	-3%	6%	-3%	-2%	1%	6%	4%
EPAC1 agonist	-2%	-14%	0%	-7%	-21%	-4%	4%	2%

[33] CC(C)(CCc1ccccn1)C(=O)CCCc1ccccn1
[34] O=C(O)CSc1ncnc2c1sc1nc(-c3ccccc3)c3c(c12)CCC3
[35] c1coc(Cn2nnnc2CN2CCN(C3CCCC3)CC2)c1
[36] COc1cccc(NC(=O)CSc2nnc(COc3ccc4c(c3)CCCC4)o2)c1
[37] COc1ccccc1C(=O)Nc1ccc(N2CCCCC2)cc1
[38] Cc1ccc(N2CC(C(=O)N3CCOCC3)CC2=O)cc1Cl (stereo not given)
[39] CC1=C(C(=O)OCc2ccccc2)C(c2cccc3ccccc23)NC(=O)N1CCCC(=O)O (stereo not given)
[40] O=C(CNC(=O)Cc1ccc(Cl)cc1)NCc1ccco1
assay / entry	33	34	35	36	37	38	39	40
PLK1 PBD block	1%	30µM*	-6%	-3%	-9%	0%	-1%	1%
PI5P4K alpha inh	1	-7	-11	2	-1	-3	-86*	4
EPAC2 antagonist	5%	8%	15%	-6%	-9%	3%	0%	12%
EPAC1 antag	0%	-25%	-11%	0%	-21%	2%	-9%	6%
CCT chaperon mod	-0.3	-0.2	0.5	-0.4	0.6	0.4	-1.1	-2.2
MmCpn inh	.	-1%	-3%	1%	-1%	?	-1%	0%
WRN helicase inh	11%	-20%	4%	6%[57.1 µM]	-29%	10%	1%	-4%
EPAC1 agonist	-1%	12%	-17%	10%	6%	10%	12%	3%

# Grouped by structure, the compounds so far containing two or more sulfur atoms
[8] CN(C1CCCCC1)S(=O)(=O)c1ccc(SCC(=O)NC(C)(C)C)nc1
[34] O=C(O)CSc1ncnc2c1sc1nc(-c3ccccc3)c3c(c12)CCC3
assay / entry	8	34
PLK1 PBD block	1%	30µM*
PI5P4K alpha inh	3	-7
EPAC2 antagonist	0%	8%
EPAC1 antag	7%	-25%
CCT chaperon mod	-0.6	-0.2
MmCpn inh	-1%	-1%
WRN helicase inh	-5%	-20%
EPAC1 agonist	-13%	12%

# Some values from above:
# Result for `CCC(C(=O)OCC(=O)N(C)c1c(N)n(Cc2ccccc2)c(=O)[nH]c1=O)c1ccccc1` (stereo not given) under WRN helicase inh: -3%
# Result for `CN(C1CCCCC1)S(=O)(=O)c1ccc(SCC(=O)NC(C)(C)C)nc1` under EPAC1 agonist: -13%

# Remaining list, next part:
[41] Cn1cc(Br)c(C(=O)N/N=C/c2cc3ccccc3nc2Cl)n1
[42] O=C(O)C1Cn2c(nc3c(c2=O)C2(CCCC2)Cc2ccccc2-3)S1 (stereo not given)
[43] O=C(Nc1cccc(Cl)c1)c1ccc2sc([C@H]3C[C@H](O)[C@@H](CO)O3)nc2c1
[44] CC(=O)N(c1ccccc1)c1nnc(-c2cnc(C)cn2)s1
[45] COCCNC(=O)C(c1ccc(F)cc1)N(Cc1ccco1)C(=O)CCC(=O)Nc1ccccn1 (stereo not given)
[46] O=C(c1cc([N+](=O)[O-])[nH]n1)N1CCSCC1
[47] CC(C)[C@@H](C(=O)NCC1CCCO1)N1C(=O)N2CCc3c([nH]c4ccccc34)[C@@]2(C)C1=O (stereo not given in full)
[48] COc1ccc(OC)c(NC(=O)COc2ccc(S(=O)(=O)N3CCCC3)cc2)c1
[49] CC(=O)Nc1ccc(NS(=O)(=O)c2ccc3c(c2)n(C)c(=O)n3C)cc1
[50] CCOC(=O)CNC(=O)C12CC3CC(C1)CC(c1ccc(C)cc1)(C3)C2
assay / entry	41	42	43	44	45	46	47	48	49	50
PLK1 PBD block	-6%	-13%	-11%	0%	2%	-6%	-8%	-11%	13%	-20%
PI5P4K alpha inh	1	4	0	4	0	0	-3	-24	2	9
EPAC2 antagonist	11%	-3%	-1%	-3%	-3%	1%	-7%	-3%	4%	-4%
EPAC1 antag	11%	-10%	-14%	-2%	12%	-5%	-4%	-6%	1%	-4%
CCT chaperon mod	1.3	1.0	-3.2	-0.1	0.0	-2.9	0.9	-1.6	-7.5	1.6
MmCpn inh	-1%	2%	.	-5%	-1%	0%	0%	-3%	1%	0%
WRN helicase inh	5%	-5%	-1%	7%	-3%	-32%	-4%	-9%	-2%	1%
EPAC1 agonist	0%	-16%	-9%	-2%	-6%	0%	-3%	2%	-6%	5%

# Screening data deposited in PubChem BioAssay by National Center for Advancing Translational Sciences (NCATS).

# Not all compounds are listed (hit frequency here may not be typical).
